Screens from PubChem.
LDHA inh: qHTS assay for inhibitors of human lactate dehydrogenase; L-lactate dehydrogenase A chain (Homo sapiens), P00338; purified LDHA, NADH/diaphorase-resazurin fluorescence; hits give low values; activity change, % (values are at about 110 or 230 µM); 480,000 tested, 0.15% active; AID 1347041, 2019; in the data active = activity change below about -30%;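 note: plate controls were DMSO wells for no effect and wells without enzyme for full effect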
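Remaining NADH was detected by diaphorase (0.133 mg/mL) converting 37 µM resazurin to fluorescent resorufin, read at 0 and 20 minutes. The preceding 5-minute room-temperature reaction used 2 nM LDHA, 0.2 mM sodium pyruvate and 0.06 mM NADH at pH 7.4.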
* marks the source's active call; other numbers are inactive results; & = joins results of further samples.

cpd | Molecule | LDHA inh
1 | O=C1Cc2cc(S(=O)(=O)N(Cc3ccccc3)c3ccccc3)cc3c2N1CCC3 | 7.9
2 | CC(C)c1nnc(NC(=O)c2cc(=O)[nH]c3ccccc23)s1 | 8.2
3 | CCCCCCCCS(=O)(=O)CCCCCl | -3.9
4 | CC1CCC2(CC1)NC(=O)N(NC(=O)CCCc1c[nH]c3ccccc13)C2=O (configuration not stated) | 6.3
5 | O=C(/C=C/c1ccccc1O)c1ccc2ccccc2c1 | -1.5
6 | Cc1ccccc1C(=O)NCCC(=O)NCc1coc(-c2cccs2)n1 | 5.8
7 | CC(C)COc1ccc(/C=C(/C#N)c2nc3ccccc3[nH]2)cc1 | 3.4
8 | COc1ccc(C(=O)O)cc1S(=O)(=O)Nc1cc(Cl)ccc1Cl | -0.1
9 | O=C(Cc1c[nH]c2ccccc12)NC1CCCCCC1 | -3.9
10 | Cc1ccc(S(=O)(=O)Nc2ccc(-c3ccccc3)cc2)cc1 | 4.0
11 | Cc1ccc(NC(=O)c2ccc(C(F)(F)F)cc2)c(F)c1 | 2.6
12 | CC1(C)CCCC(C)(C#CCN2CCN(C(=O)c3ccccc3)CC2)O1 (configuration not stated) | 4.6
13 | Cc1cc(C)c2oc(C(=O)N3CCC(Cc4ccccc4)CC3)cc(=O)c2c1 | 6.9
14 | COc1cccc(NC(=O)C(C(C)C)n2c(=O)[nH]c3ccccc3c2=O)c1 (configuration not stated) | -0.6
15 | COc1cc(-c2cc(C(=O)O)c3ccccc3n2)cc(OC)c1OC | 5.7
16 | CCCOc1ccc2ccccc2c1CN(C)C(=O)c1n[nH]c(=O)c2ccccc12 | -1.4
17 | CNC(=O)c1ccc(S(=O)(=O)Nc2ccccc2)cc1 | -7.6
18 | COCCn1c(SC(C)C(=O)c2cc(C)ccc2C)nnc1-c1ccc(Cl)cc1 (configuration not stated) | -0.7
19 | CCOc1ccc(NC(=O)c2cc(=O)c3cc(C)ccc3o2)cc1 | 6.1
20 | CC1CCCCN1C(C)CNC(=S)Nc1ccc(Cl)cc1Cl (configuration not stated) | -0.4
21 | O=C(Cn1nc(C(=O)O)c2ccccc2c1=O)Nc1ccc(OC(F)F)cc1 | -6.2
22 | COC(=O)c1nnn(CC(=O)Nc2ccc(C)cc2Cl)c1C(=O)OC | 2.7
23 | COc1ccccc1OCc1nc2c3c(ncn2n1)Oc1cc(O)ccc1C3c1ccccc1 (configuration not stated) | -3.3&0.1
24 | CCCn1nc(C(=O)N(C)Cc2ccccc2N2CCCCC2)c2ccccc2c1=O | 0.0
25 | COc1ccccc1NC(=O)Cn1c(=O)c2c(ncn2CC(C)C)n(CC(C)C)c1=O | -4.8
26 | CC(C)CNC(=O)C(=O)O | 3.9
27 | Cc1noc(-c2ccc(OCc3ccccc3F)cc2O)c1-c1ccc(Br)cc1 | 7.4
28 | Cc1nn(-c2ccccc2)c(C)c1CN(C)C(=O)CNC(=O)c1ccc(Cl)cc1 | -6.8
29 | Cn1c(=O)c2c(nc(CN3CCN(c4ccc(F)cc4)CC3)n2Cc2ccc(F)cc2)n(C)c1=O | 1.6
30 | O=Cc1ccc2c(c1)OCCOCCOCCO2 | 1.5
31 | NC(=O)CC1CCCCN1C(=O)CCc1ncc(-c2ccccc2)o1 (configuration not stated) | 3.0
32 | CC(C)CNc1nc(-c2ccc(O)c(C(N)=O)c2)cs1 | 15.3
33 | Nc1ccc(/C=C/c2ccc([N+](=O)[O-])cc2)cc1 | 3.4
34 | CCOC(=O)C1=C(CN(C)Cc2ccccc2)NC(=O)NC1c1ccc(CC)cc1 (configuration not stated) | 9.8
35 | COC(=O)c1ccccc1OS(=O)(=O)c1ccc2c(c1)CCC2 | -3.7
36 | CCN(CC1CCCO1)C(=O)/C=C/c1ccc(C#N)cc1 (configuration not stated) | 10.6
37 | Cc1nc2ccc(Cl)cc2cc1C(=O)N(C)C(C)c1ccccc1 (configuration not stated) | 3.9
38 | C(=C\c1cccs1)/c1ccc2ccccc2n1 | 2.7
39 | O=C(c1cc2ccccc2oc1=O)N1CCSC1c1ccc(Cl)cc1 (configuration not stated) | -1.0
40 | CCOCCOC(=O)C(C)Oc1ccc2c(=O)c(-c3ccccc3OC)c(C(F)(F)F)oc2c1 (configuration not stated) | 4.9
41 | CCN1C(=O)C(Cc2ccc(C)cc2)c2cc(Br)ccc21 (configuration not stated) | 0.9
42 | CC(C)Cc1nn2c(=O)cc(COC(=O)c3cccc(NC(=O)c4ccc(Cl)cc4)c3)nc2s1 | -4.6
43 | C=CCNC(=O)C1CCN(Cc2cccc(Cl)c2)CC1 | 2.3
44 | COc1ccccc1NC(=O)C(C)OC(=O)c1cc(C)nc2ccccc12 (configuration not stated) | 9.9
45 | COC(=O)c1ccc(C(=O)OC)c(NC(=O)CSc2ccc3c(c2)OCCO3)c1 | 2.8
46 | CCn1nc(C(=O)NCC(c2ccco2)N2CCCC2)c2ccccc2c1=O (configuration not stated) | -1.8
47 | Cc1ccn2cc(CNC(=O)Cc3cn(C)c4ccccc34)nc2c1 | 11.1
48 | COc1ccc2[nH]cc(C3C(NC(=O)c4ccccc4)=C(C)Nc4ncnn43)c2c1 (configuration not stated) | -8.7
49 | O=C(CSc1nnnn1-c1ccccc1)N(Cc1ccco1)C1=CCCCC1 | -3.6
50 | CC(C)CNC(=O)NC(=O)CN(C)C1CCCCCC1 | -0.9

New compounds follow
cpd | Molecule | LDHA inh
51 | CC(C)(C)CC(C)(C)c1ccc(O)c(Sc2cc(C(C)(C)CC(C)(C)C)ccc2O)c1 | 13.1
52 | Cc1cccc(C(=O)N(c2ccc(C)c(Cl)c2)C2C=CS(=O)(=O)C2)c1 (configuration not stated) | 0.4
53 | NC(=O)c1ccc(-c2nc(CSc3ccc4c(c3)OCCCO4)cs2)cc1 | 13.9
54 | CCOC(=O)c1cc(NCc2ccccc2)ccc1N1CCOCC1 | -1.7
55 | O=C(CCc1ccccc1)N1N=C(c2ccccc2)CC1c1ccc2nccnc2c1 (configuration not stated) | -11.6
56 | O=C(c1cc2ccccc2oc1=O)N1CCSC1c1cccc(Cl)c1 (configuration not stated) | 5.0
57 | O=C(NC1CC1)c1cc(-c2ccccc2Cl)nc2ccccc12 | -3.2
58 | C=C1CCC2C(C)(C)CCCC2(C)C1CC/C(C)=C\CC/C(C)=N/NC(N)=O (configuration not stated) | 5.9
59 | COc1ccc(C2(CNC(=O)c3ccccc3)CCCCC2)cc1OC | -15.8
60 | COc1ccc(C)cc1NC(=O)C(C)O/N=C/c1ccc(Cl)cc1 (configuration not stated) | 0.5
61 | NC(=O)CSc1ccc2c(c1)OCCCO2 | 12.9
62 | CC(C)(CNC(=O)NCC1CCCC1)C(N)=O | 5.7
63 | CC(NCc1ccc(C(C)(C)C)cc1)c1ccc(S(C)(=O)=O)cc1 (configuration not stated) | -4.3
64 | S=C(NC(=NC=C(Cl)Cl)c1ccc(Cl)cc1)Nc1ccc(Cl)cc1 | -1.1
65 | Cc1csc(NC(=O)NC2CC(=O)N(c3cccc(F)c3)C2)n1 (configuration not stated) | 5.9
66 | O=C(NCCCNC(=O)C1CCCC1)C1CCCC1 | 4.0
67 | COc1cc(C(=O)Nc2c(NCC3CCCCC3)c3ccccc3oc2=O)cc(OC)c1OC | -3.4
68 | N#CCCN(C(=O)COC(=O)c1cc(Cl)ccc1[N+](=O)[O-])c1cccc(C(F)(F)F)c1 | -2.0
69 | CC1(C)SC2c3ccccc3C(=O)N2[C@@H]1C(=O)NCc1ccc(F)cc1 (some centres not stated) | 0.1
70 | COc1cc(/C=C/c2nc(C#N)c(NCc3ccco3)o2)cc(OC)c1OC | 9.9
71 | O=C(N/N=C/c1ccc(Cl)c(Cl)c1)c1cccs1 | 12.1
72 | CCCCCN1CCN(c2nc3c(c(=O)[nH]c(=O)n3C)n2Cc2ccccc2C)CC1 | -0.7
73 | Nc1cc(=O)[nH]c(SCc2c(F)cccc2Cl)n1 | -8.4
74 | CCCn1c(=O)c2sc(N3CCCC3)nc2n(CC(=O)Nc2cc(C)ccc2OC)c1=O | -2.1
75 | O=C(NCc1ccncc1)C(=O)N1CCN(C(=O)c2cc3ccccc3[nH]2)CC1 | -10.9
76 | O=C(NC1CC1)C1CCCN(C(=O)c2ccc3cc[nH]c3c2)C1 (configuration not stated) | -7.6
77 | CCOC(=O)C(=Cc1ccncc1)C(=O)OCC | 9.8
78 | Cc1cc(=O)oc(C)c1C(=O)Nc1cc(C(F)(F)F)cc(C(F)(F)F)c1 | 10.6
79 | C=C(C)Cn1c(=O)c2c(nc(-n3nc(C)c(C)c3C)n2CCC)n(C)c1=O | 2.7
80 | CCC(C)(C(=O)NC1CCCCC1)N(C(=O)CNC(=O)c1ccccc1)c1ccccc1 (configuration not stated) | 0.3
81 | O=C(CSc1nc2cc(Cl)ccc2s1)NC1CCCCC1 | -4.1
82 | COc1cccc(NC(=O)COC(=O)c2cc3c(C)nn(-c4ccc(F)cc4)c3s2)c1 | -1.3
83 | O=C(NC(C1CC1)C1CC1)c1cncc(Br)c1 | -7.3
84 | O=C(C1CCC(Cn2c(=O)c3sccc3n(Cc3ccc(Cl)cc3)c2=O)CC1)N1CCCC1 (configuration not stated) | -0.5
85 | COc1cc(NC(=O)c2cc(S(=O)(=O)N3CCc4ccccc43)cn2C)cc(OC)c1 | 1.7
86 | CCN1CCN(c2ccc(NC(=O)c3cnc4ccccc4n3)cc2)CC1 | 1.6
87 | CCCCCn1nc(C(=O)OCC(=O)NCC(F)(F)F)c2ccccc2c1=O | 3.2
88 | Cc1nnc2ccc(SCC(=O)Nc3ccc(Cl)cc3)nn12 | 5.8
89 | CS(=O)(=O)NC(=O)c1ccc(F)c(F)c1 | -1.8
90 | CCOc1cc(Br)c(/C=C2/NC(=O)NC2=O)cc1OCC | -0.3
91 | CCc1nc2ccccc2c(NC(=O)CN2CCN(c3ccccc3)CC2)c1C | 12.4
92 | CCn1nc(-c2ccc(C)c(S(=O)(=O)N3CCCCC3)c2)c2c(c1=O)CCCC2 | 0.4
93 | NC(=S)NNC(=O)c1ccccc1C(=O)O | 0.2
94 | CN(C(=O)c1cc2ccccc2oc1=O)C(c1ccccc1)c1ccccc1 | 3.4
95 | CC(C)Oc1ccc(NC(=O)c2cc3cc(Br)ccc3oc2=O)cc1 | 10.1
96 | N#Cc1ccc(COC(=O)c2cc(-c3ccccc3)c(N3CCOCC3)s2)cc1 | -21.9
97 | Fc1ccc(CCNC(=S)c2cccs2)cc1 | 9.2
98 | Cc1ccccc1C(=O)Nc1cccc(NC(=O)CC23CC4CC(CC(C4)C2)C3)c1 | 10.4
99 | O=C(Nc1nc(-c2ccc(F)c(F)c2)cs1)c1cc(=O)c2ccccc2o1 | -11.4
100 | O=C(Nc1ccc(Cl)cc1)c1ccc2c(Cl)c3c(nc2c1)CCCC3 | 6.6

Further results follow.
cpd | Molecule | LDHA inh
101 | CN(CCO)c1nc2c(c(=O)n(Cc3ccccc3F)c(=O)n2C)n1C | -10.3
102 | Cc1ccc(C(=O)Nc2ccc3nc(SCc4ccc(Br)cc4)sc3c2)cc1 | -8.9
103 | Cc1ccc(C(=O)COC(=O)C2C3CC4OC(=O)C2C4C3)cc1 (configuration not stated) | 11.1
104 | CCOc1ccc(-c2nc(C#N)c(N3CCN(C(=O)c4ccco4)CC3)o2)cc1 | 3.9
105 | CCN(CC)CCNc1ncnc2c1oc1nc(C)c3c(c12)CC(C)(C)OC3 | 3.3
106 | CCCCn1c(=O)n(CC(C#N)CCC#N)c(=O)c2c1nc(CO)n2CCC (configuration not stated) | 1.0
107 | COc1ccc(NC(=O)c2cc(=O)c3ccc(C)c(C)c3o2)cc1 | -9.5
108 | COC(=O)C1C(=O)CC(C)(O)C(C(=O)OC)C1c1ccc(OC)cc1 (configuration not stated) | 0.4
109 | COc1ccc2c(CNc3ccccc3C)cc(=O)oc2c1 | -9.3
110 | CCc1ccccc1NC(=O)c1sc2nc3c(cc2c1N)CN(C)CC3 | 5.1
111 | CC1CCN(C(=O)COc2ccccc2-c2noc(-c3ccccc3F)n2)CC1 | 1.7
112 | O=C(CN1CCCC(c2nc3ccccc3o2)C1)N1CCNC1=O (configuration not stated) | 10.4
113 | CC(=O)N1CCC2(CC1)Oc1ccc(Br)cc1C1CC(c3ccc(Cl)cc3)=NN12 (configuration not stated) | 9.6
114 | Cc1cccc(Nc2ccc3ccccc3c2)c1 | 16.2
115 | O=C(Cc1ccc(F)cc1)N1CCN(c2ncnc3c2nnn3-c2ccc(F)cc2)CC1 | -1.5
116 | CCn1nc(C(=O)Nc2cc(Cl)c(N)c(Cl)c2)c2ccccc2c1=O | 3.1
117 | CCSc1ccccc1C(=O)Nc1ccc(CC)cc1 | -2.0
118 | Nc1nccnc1C(=O)NCc1ccncc1 | 4.4
119 | CCC1CCCN(C(=O)Cn2cc(Br)c(=O)[nH]c2=O)C1 (configuration not stated) | 2.2
120 | Cc1cc(N)ccc1[N+](=O)[O-] | 9.7

In another format: results already given.
116. CCn1nc(C(=O)Nc2cc(Cl)c(N)c(Cl)c2)c2ccccc2c1=O
- LDHA inh: 3.1

120. Cc1cc(N)ccc1[N+](=O)[O-]
- LDHA inh: 9.7

119. CCC1CCCN(C(=O)Cn2cc(Br)c(=O)[nH]c2=O)C1 (configuration not stated)
- LDHA inh: 2.2

115. O=C(Cc1ccc(F)cc1)N1CCN(c2ncnc3c2nnn3-c2ccc(F)cc2)CC1
- LDHA inh: -1.5

Next section
cpd | Molecule | LDHA inh
121 | CC(=O)c1c(C)[nH]c(C(=O)NCCc2ccc(F)cc2)c1C | 0.3
122 | COc1ccc(C(=O)COC(=O)c2csc(Nc3ccc(C)cc3)n2)cc1 | -2.4
123 | COc1ccc2c(C)c(CC(=O)Nc3ccc(C(C)=O)cc3)c(=O)oc2c1OC | 8.1
124 | O=C(CSc1nnc(-c2cccs2)n1C1CC1)N1CCc2ccccc2C1 | -0.4
125 | O=C1C=C(NCCc2ccc(Cl)cc2)C2(CCCCC2)O1 | 4.9
126 | COc1ccc(C2CC(=O)Nc3nc(C)[nH]c(=O)c32)cc1OC (configuration not stated) | 7.7

An excerpt; rates above refer to the full screens.
